# High-throughput results as filed in PubChem BioAssay.
# ALOX12 inh – blocks human arachidonate 12S-lipoxygenase | P18054 | purified 12hLO, xylenol orange hydroperoxide absorbance | Potency, µM (series often up to 108 µM), for the others: top-dose activity change, negative = inhibition, most hits filed as inhibitors | 580,000 tested, 1.1% active; active = well fitted inhibition curve with a large enough effect; inconclusive = small, poorly fitted or top-dose-only effect, or another doubt; inactive = no such curve, though single readings can be large or run the other way
# Target sequence (P18054 whole entry, looked up): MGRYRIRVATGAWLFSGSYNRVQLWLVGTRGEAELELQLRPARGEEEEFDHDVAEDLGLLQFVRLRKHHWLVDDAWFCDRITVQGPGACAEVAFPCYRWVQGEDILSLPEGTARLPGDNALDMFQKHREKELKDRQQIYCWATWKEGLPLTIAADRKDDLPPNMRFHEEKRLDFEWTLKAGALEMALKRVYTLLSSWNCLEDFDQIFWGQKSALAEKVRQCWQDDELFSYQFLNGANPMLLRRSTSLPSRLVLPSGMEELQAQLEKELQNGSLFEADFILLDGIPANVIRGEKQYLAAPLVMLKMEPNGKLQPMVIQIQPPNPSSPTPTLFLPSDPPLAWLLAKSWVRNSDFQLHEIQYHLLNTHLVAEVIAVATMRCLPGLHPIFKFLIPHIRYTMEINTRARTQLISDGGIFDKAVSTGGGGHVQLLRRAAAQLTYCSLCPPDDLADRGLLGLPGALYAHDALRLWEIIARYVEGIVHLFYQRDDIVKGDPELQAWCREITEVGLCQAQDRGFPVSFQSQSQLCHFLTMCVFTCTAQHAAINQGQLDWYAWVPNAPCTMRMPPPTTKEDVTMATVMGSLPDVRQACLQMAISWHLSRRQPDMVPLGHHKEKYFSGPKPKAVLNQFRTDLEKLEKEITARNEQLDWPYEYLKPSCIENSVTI
#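 Purified human 12hLO at 150 nM in 25 mM Hepes, 0.01% Triton X-100, pH 7.0, preincubated 15 min at room temperature with compound. Reaction started with 40 uM arachidonic acid, 30 min at room temperature. Hydroperoxide measured by Fe-xylenol orange, 573/405 nm absorbance ratio.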
# The depositor's hits bear a star; ? = inconclusive; & = joins results of further samples; [ ] = dose if it differs, or a comment. % is set by controls: 0 for no effect and ±100 for the full control effect; potency is the fitted concentration of half-maximal effect. Some of the compounds tested, so the mix of outcomes need not match the whole.
canonical_smiles,ALOX12 inh
COc1ccc(C(=O)N2CCc3ccc(C(=O)NC4CCCCC4)cc32)cc1,23.2%
O=c1[nH]c2cccnc2n1C1CCCCC1,55.9%[activator][176 µM]
O=C(c1ccc(N2CC3CC(C2)[C@H]2CCCC(=O)N2C3)nc1)N1CCCCC1 (stereo partly specified),8.0%
CCC1(O)CCC12CCN(C(=O)c1ccoc1)CC2 (stereo unspecified),39.9%[activator]
Cn1c(C(=O)N2CCN(c3ccccn3)CC2)nc2nc(-c3ccccc3)c(Cl)cc21,?
CN(C1CCOCC1)C1CCN(S(=O)(=O)c2ccccc2)CC1,10.6%
CCc1cc2c(nc1CC)CCCN2S(=O)(=O)c1ccc(C(F)(F)F)cc1,0.7%
CCCc1cc(C(=O)N2CCOC(c3ccc(Cl)c(Cl)c3)C2)ccn1 (stereo unspecified),-1.3%
CCNC(=O)N1CCN(Cc2c(C)noc2C)CC1,12.3%
CC(C)NC(=O)C[C@@H]1C[C@H]2O[C@H](CNCc3ccncc3F)[C@@H](O)[C@H]2O1,37.5%[activator][176 µM]
O=C(c1cncc(Br)c1)N1CCCCCC1c1nnc(-c2ccccc2)o1 (stereo unspecified),19.5%
Cc1nnnn1Cc1ccc(C(=O)N2CCc3nc(-c4cn[nH]c4)[nH]c3C2)cc1,40.0%[activator]

# Going on with the list.
canonical_smiles,ALOX12 inh
COc1cc(CNC(=O)c2ccc3c(c2)N(C)C2CCCN2C3=O)cc(OC)c1 (stereo unspecified),44.4%[activator]
O=C(C[C@@H]1CCNC[C@@H]1Cc1cc(CC2CCCCC2)on1)NC1CC1,3.3%[176 µM]
COc1ccc2nc([C@H]3CCN(CCCc4ccccc4)C3)[nH]c2c1,?
CC(C)CC(=O)N1[C@@H]2CC[C@H]1CC(NC(=O)c1ccncc1)C2 (stereo partly specified),45.2%[activator]
Cc1noc(C)c1[S+](=O)([O-])N1CCC(N2CCNC2=O)CC1,7.1%[6.33 µM]
O=C1CCN(C(=O)Cc2ccccc2)CCCC(CO)CCN1 (stereo unspecified),?
COCC1CCN(S(=O)(=O)N2CCCCC2CCc2ccccc2)CC1 (stereo unspecified),86.9%[activator]
OC1CC(c2cc(N3CCC(CCn4cccn4)CC3)ncn2)C1 (stereo unspecified),3.8%
O=C1NCc2ccccc2CC12CCN(Cc1cccc(O)c1)C2 (stereo unspecified),?
Cn1ccnc1CN1CCN(C(=O)c2cn(Cc3ccc(Cl)cc3)nn2)CC1,83.6%[activator]
O=C1CC(c2noc(-c3cc(F)cc(F)c3)n2)CN1C1CCCCC1 (stereo unspecified),29.2%
COc1ccc(C(=O)Nc2ccc([C@@H](O)[C@H]3COCC(=O)N3Cc3ccc(F)cc3)cc2)cc1OC,15.7%

# Additional results follow.
canonical_smiles,ALOX12 inh
Cc1ccccc1CN1Cc2nc(-c3cnn(C)c3)ccc2OCC1=O,-2.6%[176 µM]
COCCNC(=O)[C@H]1C[C@H](Oc2ccccc2)CN1C(=O)c1cccs1,?
O=C(Cc1ccc(F)cc1)N1CCn2c(nnc2-c2ccccc2)C1,16.4%[176 µM]
CCCC(=O)N1CC2(CCN(C(C)=O)CC2)c2c(n(C)c3cc(OC)ccc23)[C@H]1CO,?
CC(C)N1C[C@H](O)C[C@H]1c1nnc2n1CCN(C(=O)c1ccccc1F)C2,50.7%[activator]
Cc1csc(Nc2ccc3ncn(Cc4ccccn4)c(=O)c3n2)n1,88.2%[activator][176 µM]
COc1cc(CN2CCN(c3ccc(C#N)cn3)CC2CCO)cc(OC)c1 (stereo unspecified),1.4%
O=C(c1ccccc1F)N1CCC2(CC1)COc1ccccc1CN2,27.6%[176 µM]
COc1cccc(C(C)N(C)C(=O)c2cc(Cn3ccnc3C(C)C)[nH]n2)c1 (stereo unspecified),9.3%
CCOc1ccc(-c2cc3c(=O)n(CCNC(=O)c4ccc(OC)cc4)ccn3n2)cc1,-23.1%
Cc1noc(-c2cn(C3CCCN(C(=O)c4ccc(OC(F)(F)F)cc4)C3)nn2)n1 (stereo unspecified),2.2%
COc1cccc(C(=O)N2CC[C@H]3COC(=O)N3c3cc(F)ccc3C2)c1,27.6%[176 µM]

# (listing goes on)
canonical_smiles,ALOX12 inh
Cc1nccn1Cc1nnc(C2CCCN(CC3CCC3)C2)n1C (stereo unspecified),41.7%[activator]
CNC(=O)[C@@H]1CN(C(=O)C2CC=CC2)C[C@H]1CO,1.8%
CN(Cc1nc2ccsc2c(=O)[nH]1)C(=O)CCC1NC(=O)NC1=O (stereo unspecified),18.8%
Cc1nn(-c2ccc(C(C)(C)C)cc2)c(C)c1[C@@H]1C=C[C@@H](NCc2ccco2)C1,-12.7%[176 µM]
CC(C)[C@H]1CN(c2cnccn2)C[C@@H]1NC(=O)C1(C#N)CCOCC1,44.5%[activator]
O=C1NCc2ccccc2CC12CCCN(Cc1ccc(Cl)cc1)C2 (stereo unspecified),?
O=C(NCc1ccncc1)C1CN(S(=O)(=O)c2cccc(Cl)c2)CC12CCOCC2 (stereo unspecified),59.4%[activator]
COc1ccc(-c2noc([C@@H]3CCCN3C(=O)c3ccc(OC)cc3C)n2)cc1,?
Cc1ccccc1CC(=O)NC1CCN(c2cc(-c3ccccc3)[nH]n2)C1 (stereo unspecified),-1.0%
Cc1cc2nc3n(c(=O)c2n1CC(=O)Nc1ccc(Br)cc1)CCCCC3,-19.2%
c1cc(Cn2ccc3c(N4CCOCC4)nc(-c4cn[nH]c4)cc32)ccn1,21.6%[176 µM]
CC(=O)Nc1ccc(C(=O)N2CCC3(CC2)N=C(c2ccc(Cl)cc2)NO3)cc1,?

# (next part)
canonical_smiles,ALOX12 inh
CN1C(=O)[C@@H]2C[C@@H](CN2Cc2ccc3ccccc3n2)Oc2ccccc21,?
COc1ccccc1C1C(C#N)=C(N)Oc2n[nH]c(C)c21 (stereo unspecified),0.5%
O=C(Cn1nc2n(c1=O)CCCCC2)Nc1ccccc1C(F)(F)F,39.5%[activator]
Cc1ccc(O[C@H]2CCOC[C@H]2NC(=O)CCN2CCCCO2)cn1,28.7%
O=C(NCc1ccccc1)c1ccc2c(c1)OCCN(CCC(F)(F)F)C2,-33.4%[176 µM]
COCC(=O)N1CC2(Cc3ccccc3N(C(C)=O)C2)C1,-2.7%&17.5%[176 µM]
O=C1N(c2ccccc2)C[C@H]2CN(C3CCOCC3)CCN12,19.4%[176 µM]
OC1(CN2CCN(C(c3ccccc3)c3ccccc3)CC2)CNCCOC1 (stereo unspecified),?
COc1ccc(Nc2nccc3c2cc(-c2ccc(C(=O)N(C)C)cc2)n3C)c(OC)c1,?
Cc1nn2c(c1-c1ccccc1C(N)=O)N(C(=O)Cc1cccc(F)c1)CCC2,-2.9%[176 µM]
CCCN1CCCCC(NC(=O)c2ccc(F)c(F)c2)C1=O (stereo unspecified),-0.6%
Cc1nccn1CC(=O)NCC1CCN(c2cc(-c3ccccc3)[nH]n2)CC1,54.3%[activator]

# Other compounds follow:
canonical_smiles,ALOX12 inh
O=C(NC1CCCC1)[C@@H]1CCCN1C(=O)[C@H](Cc1cccnc1)NC(=O)N1CCOCC1,?
c1cc(-c2nc3c(c(NCc4cn5c(n4)SCC5)n2)CCNCC3)ccn1,15.6%
CC(=O)N1C[C@@H](CO)[C@@H]2C[C@H]1c1ccccc1N2C,14.5%
CN1CCCC1c1nc(C2CN(C(=O)CCCc3c[nH]c4ccccc34)C2)no1 (stereo unspecified),2.3%
Cc1ccc2nc3n(c2c1)[C@@H](CNC(=O)c1ccc(C#N)cc1)COC3,82.8%[activator][176 µM]
Cc1cc(C(=O)NC[C@@H]2CC[C@H]3C[C@@H]2C3(C)C)ccc1Cl,?
OC[C@@H]1CN(C2CCCC2)C[C@H]1c1nc(-c2ccncc2)no1,47.8%[activator]
CNC(=O)[C@@H]1C[C@@H](n2cc(CNC(=O)Nc3ccc(Cl)cc3)nn2)CN1,?
O=C(Cn1cccc1-c1nc(-c2ccccc2)no1)NC1CCCCC1,?
CN(CC(=O)N1CCn2nc(Cc3ccccc3)cc2C1)Cc1ccncc1,-4.4%
O=C(c1ccoc1)N1CCC(c2n[nH]c(=O)n2Cc2ccc(F)cc2)CC1,17.2%
COc1cccc(N2C(=O)NC(=NC3CCCC3)C23CCN(Cc2cccn2C)C3)c1 (stereo unspecified),?

# (more compounds)
canonical_smiles,ALOX12 inh
CCOc1ccccc1CN1CC[C@H](CNC(C)=O)[C@H](N(C)C)C1,73.9%[activator]
CCCNC(=O)c1cc2sc(C)c(CN3CCCCC3)c2[nH]1,36.9%[activator]
COc1ccc(-c2noc(-c3nc(C(C)C)no3)n2)cc1OC,25.9%
COCCNC(=O)[C@@H]1C[C@H](Oc2cccnc2)CN1C(=O)c1ccc(OC)nc1OC,3.4%
Cc1ccc(CN2CCc3nc(N4CCN(C)CC4)[nH]c(=O)c3CC2)cc1,40.0%[activator]
O=C(C1CCC1)N1CCn2c(nnc2[C@@H]2C[C@@H](O)CN2Cc2ccccc2)C1,26.9%
COc1ccc(CCNC(=O)c2ccc(Cn3ccn4nc5c(c4c3=O)CCCC5)cc2)cc1OC,?
Cc1ccc(CNC(=O)C2CCN(c3cnc4nccnc4c3)CC2)o1,15.7%
CN(C)C(=O)C1CN(Cc2ccccc2)C(=O)N1 (stereo unspecified),-0.2%[365 µM]
Cc1ccc(C(=O)N2CCc3sc(C(=O)NC(C)c4ccccc4)cc3C2)cc1 (stereo unspecified),-18.3%
NC(=O)CNC(=O)C1=C[C@@H](NC(=O)c2ccc(F)c(Cl)c2)[C@@H](O)[C@H](O)C1,7.3%[176 µM]
COc1ccc(-c2cn3c(n2)N(C(=O)Cc2cccs2)CCC3)cc1,-1.2%

# In another format: results already given
> CN(C)C(=O)C1CN(Cc2ccccc2)C(=O)N1 (stereo unspecified)
  ALOX12 inh = -0.2%[365 µM]
> COc1ccc(-c2noc(-c3nc(C(C)C)no3)n2)cc1OC
  ALOX12 inh = 25.9%
> Cc1ccc(C(=O)N2CCc3sc(C(=O)NC(C)c4ccccc4)cc3C2)cc1 (stereo unspecified)
  ALOX12 inh = -18.3%

# More compounds follow:
canonical_smiles,ALOX12 inh
CC1CCCN1c1ncnc2c1CN(C1CCCNCC1)C(=O)CN2C (stereo unspecified),?
CN(C)C(=O)c1ccc(OC2CCN(C(=O)c3cccs3)CC2)nc1,41.7%[activator]
O=C(NCC(F)F)C1CN(c2ccccc2)C(=O)N1 (stereo unspecified),8.0%[176 µM]
COc1ccc(CN2C(=O)COC[C@H]2C(=O)Nc2cc(C)c(Cl)cc2OC)cc1,8.4%
CN1CC2(CCN(C(=O)NCc3ccc(F)cc3)CC2)CC1C(=O)N1CCOCC1 (stereo unspecified),23.6%
COCCCNc1nc2c([S+](=O)([O-])c3ccc(OC)cc3)nnn2c2ccccc12,-5.6%[6.33 µM]
Cc1cccc(-c2nocc2CCC(=O)N2CCN(c3ccccn3)CC2)c1,5.4%
CN(C)CCOc1cccc2c1c(NC(=O)c1ccn[nH]1)nn2-c1ccc(F)cc1,130.7%[activator]
COc1cccc(CNC(=O)CCC2CCN(C(=O)c3ccccc3)CC2)c1,22.9%
Cc1nc(C(=O)NC2CC(c3cc(N4CCC(O)C4)ncn3)C2)cs1 (stereo unspecified),14.6%
CN(C)c1cc(=O)c2ccnc(-c3ccc(F)c(Cl)c3)c2o1,2.6%[176 µM]
CCOc1ccccc1CNC(=O)c1nnn2cc(C)[nH]c(=O)c12,35.0%

# (cont.)
canonical_smiles,ALOX12 inh
CCCCCCCCCCCC(C)=O,1.4%[176 µM]
COc1ccc(-c2cnc([C@@H]3COCCN3Cc3cccc(C#N)c3)[nH]2)cc1,69.5%[activator][176 µM]
O=C(c1ccc(F)cn1)N1CC(F)(F)C[C@H]1c1nc(C2CC2)no1,39.9%[activator]
CCOC(=O)c1cn(C2CN(S(=O)(=O)c3cccc(Br)c3)C2)nn1,4.0%
O=c1[nH]c(N2CCOCC2)nc2c1CCN(Cc1ccc(Cl)cc1)CC2,16.6%
Cc1ccc2nc([C@H]3CCN(Cc4ccccn4)C3)[nH]c2c1,?
O=C(NC1CCN(c2cc(-c3ccccc3)[nH]n2)CC1)c1cccc(F)c1,8.6%
CC(C)c1nnc(C2CN(C(=O)COc3ccc(F)cc3)CC23CCOCC3)o1 (stereo unspecified),64.4%[activator]
CC(C)CNc1ccc2c(n1)C(C)(C(=O)NC1CC1)CN(Cc1ccccc1)C2 (stereo unspecified),-19.1%[176 µM]
CN1C(=O)CC(C(=O)O)C12CCN(CCc1ccccn1)CC2 (stereo unspecified),-12.7%
Cc1ccc(CN2C(=O)NC3(CCCN(C(=O)c4cc(Cl)ccc4F)C3)C2=O)cc1 (stereo unspecified),?
Cc1ccccc1C(=O)N1CCCN(c2nc3ncccc3o2)CC1,32.7%[activator]

# (listing goes on)
canonical_smiles,ALOX12 inh
CCOc1nccn2c(-c3ccc(CN4CCNC(=O)C4)cc3)cnc12,37.9%[176 µM]
COc1ccc(C(=O)N2CCCN(c3cc(-c4ccc(OC)cc4)[nH]n3)CC2)cc1,52.0%[activator]
CCn1cc(-c2ccc(Cl)cc2)cc1C(=O)NCCCN1CCCC1=O,-29.1%
CC(C)(CN)N1CCCC1,15.6%[22.9 µM]
CC#CCn1cc2c3c(cccc31)[C@H](CC(C)C)N[C@H](C(=O)N1CCN(CCOC)CC1)C2,35.7%[activator]
O=C(c1nc(-c2ccc(Cl)nc2)c2ccccn12)N1CCN(c2ncccn2)CC1,7.0%[6.33 µM]
COCCn1ncc(N2CCCC(CC(=O)Nc3ccc(C)c(F)c3)C2)cc1=O (stereo unspecified),23.7%
COCC(=O)N1CCCC(c2nn(-c3cccc(Cl)c3)c(=O)[nH]2)C1 (stereo unspecified),-1.3%
COCC(=O)N[C@@H]1C[C@H](COC)[C@@H](O)[C@H]1O,93.1%[activator][176 µM]
